# Compound activity (PubChem BioAssay)
# Lamin A splicing – changes lamin A minigene splicing in HeLa cells. AID 1487. Potency, µM (top dose mostly 46.1 µM), for inactives: at the top dose ratio change, negative = inhibition, most hits filed as inhibitors. HeLa LMNA splicing GFP/RFP minigene ratio, 48 h. 200,000 tested, 0.01% active; active = well fitted inhibition curve with a large enough effect in the signal ratio, with a control signal flat, not every such curve was filed as active; inconclusive = small, poorly fitted or top-dose-only effect, or effect the other way, or a change in a side signal; the % refers to the signal ratio; note: potency is the fitted concentration of half-maximal effect; % is set by controls: 0 for no effect and ±100 for the full control effect
#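 Read-out is the ratio of GFP to DsRed2 object intensity, acquired by 488 nm laser-scanning cytometry on HeLa lamin A-EGFP minigene reporter cells. Compound incubation 48 hrs at 37 °C in Opti-MEM with 2% FBS; DMSO 0.5% final.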
# HTT cytoprotect – protects HTT-Q103 PC12 cells, measured by ATP. AID 1471. PC12 HTT-Q103 induced, cytoprotection, ATP luminescence, 40 h. Potency, µM (doses to about 56.4 µM), for the others: cytoprotection (ATP increase), most hits filed as activators. 230,000 tested, 0.14% active;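 note: potency is the fitted concentration of half-maximal effect; % of control where 0% means no effect; nearly all actives have a fitted effect of over 45% in size; toxic huntingtin expression switched on by the ecdysone agonist tebufenozide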
#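 PC12 cells stably carrying ecdysone-inducible Htt exon 1 (Q103)–GFP were induced with 100 nM tebufenozide (final) alongside library compounds in a dose series. Cytoprotection was scored as retained ATP by ATPlite luminescence.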
# IMPase Li inh – cell-permeable IMPase inhibitors with lithium potentiation. CHO-M1 cells, IP1 TR-FRET (IP-One), carbachol + lithium. 210,000 tested, 0.35% active. Potency, µM (top dose mostly 59.4 µM), for inactives: at the top dose activity, negative = IMPase inhibition, actives largely listed as inhibitors. AID 1457;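 note: IP1 builds up when IMPase is blocked and the TR-FRET signal falls; potency is the fitted concentration of half-maximal effect; plate controls were basal vehicle for no effect and high inhibitor control for full effect; nearly all actives have a fitted effect of over 50% in size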
#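 CHO cells stably expressing M1 receptor (2000/well) were cultured 16–30 h, then exposed to compounds with a small lithium addition for 30 min at 37C. IP1 was measured by TR-FRET competition; AC50 from Hill fits.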
# CBFb RUNX1 block – CBF-beta/RUNX1 interaction disruption | Potency, µM (top dose mostly 59.8 µM), inactives show top-dose activity, negative = inhibition, actives largely listed as inhibitors | Q01196+Q13951 | 230,000 tested, under 10 active | AlphaScreen CBFb-His/RUNX1-biotin binding, biochemical | AID 1477; note: % of control where 0% means no effect
# Target sequence (Q01196 whole entry, looked up): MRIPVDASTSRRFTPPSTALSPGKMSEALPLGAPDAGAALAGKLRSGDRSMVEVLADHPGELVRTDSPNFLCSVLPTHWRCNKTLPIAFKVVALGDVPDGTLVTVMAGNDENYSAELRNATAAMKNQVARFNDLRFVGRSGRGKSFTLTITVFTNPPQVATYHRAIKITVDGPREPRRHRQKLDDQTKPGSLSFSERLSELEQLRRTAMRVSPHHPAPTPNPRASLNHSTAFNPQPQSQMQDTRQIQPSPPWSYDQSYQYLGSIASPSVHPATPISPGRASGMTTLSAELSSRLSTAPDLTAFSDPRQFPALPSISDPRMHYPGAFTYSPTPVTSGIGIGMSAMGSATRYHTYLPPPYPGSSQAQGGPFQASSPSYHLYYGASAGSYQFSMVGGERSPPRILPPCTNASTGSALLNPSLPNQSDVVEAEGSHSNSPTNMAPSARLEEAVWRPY
# Target sequence (Q13951 whole entry, looked up): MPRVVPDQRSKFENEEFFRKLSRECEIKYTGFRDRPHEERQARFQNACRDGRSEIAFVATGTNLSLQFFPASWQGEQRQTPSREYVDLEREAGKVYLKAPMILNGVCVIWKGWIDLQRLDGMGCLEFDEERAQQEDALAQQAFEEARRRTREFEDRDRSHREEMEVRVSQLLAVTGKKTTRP
#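 Proteins preincubated together for 20 min at RT before compound addition; 15 min later, nickel and streptavidin beads were added and left 90 min prior to AlphaScreen measurement.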
# HttQ103 aggreg – inhibitors of mutant huntingtin aggregate formation in PC12 cells; PC12 HttQ103-GFP aggregates, Acumen cytometry, 40 h; Potency, µM (doses to about 46.1 µM), without a hit: at the top dose activity change, negative = inhibition, most hits filed as inhibitors; 220,000 tested, 1.1% active; note: potency is the fitted concentration of half-maximal effect; % is set by controls: 0 for no effect and ±100 for the full control effect; nearly all actives have a fitted effect of over 60% in size
#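 Multiplexed with ATP-based cell death, this channel scores GFP aggregates in PC12 cells expressing inducible HTTex1-Q103-GFP. Induction used 100 nM tebufenozide; compounds were tested in concentration series.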
# KinaseGlo FLuc – blocks Kinase-Glo luciferase, a counter-screen artifact; Kinase-Glo luciferase, ATP luminescence, 8 min; Potency, µM (titrated, usually from 38.3 µM), without a hit: at the top dose activity change, negative = inhibition, actives largely listed as inhibitors; 200,000 tested, 0.28% active; note: potency is the fitted concentration of half-maximal effect; % is set by controls: 0 for no effect and ±100 for the full control effect; nearly all actives have a fitted effect of over 60% in size
#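 Light output from Kinase-Glo luciferase with luciferin and 10 uM ATP in 50 mM imidazole pH 7.2, KCl, MgCl2, Tween 20, BSA; compound pin-delivered, 8-min ambient incubation, then luminescence read.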
# SMN2 splice enh – SMN2 splice variant enhancement; HEK293 SMN2-luciferase splicing reporter, luminescence, 30-36 h; Potency, µM (doses to about 46.1 µM), for the others: at the highest dose activity change, positive = activation, actives largely listed as activators; 210,000 tested, 2.8% active; AID 1458; note: potency is the fitted concentration of half-maximal effect; % of control where 0% means no effect; nearly all actives have a fitted effect of over 55% in size
#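 qHTS luciferase splicing reporter: luminescence rises when SMN2 exon 7 is included in transfected HEK293 cells. Compound exposure lasted 30-36 h at 37C, with 4.5 mM final sodium butyrate as control, followed by a ONE-Glo read.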
# Active calls of the source: *; ? = inconclusive; / = no result given; [ ] = another dose, or the depositor's remark. Unless noted, calls come from the whole dose curve; as a rule, active = well fitted curve in the direction sought with a large enough effect; inconclusive = small, poorly fitted or top-dose-only effect, or another doubt; inactive = no such curve, though single readings can be large; an effect the other way counts as inactive or inconclusive.
SMILES,Lamin A splicing,HTT cytoprotect,IMPase Li inh,CBFb RUNX1 block,HttQ103 aggreg,KinaseGlo FLuc,SMN2 splice enh
Cc1[nH]nc2c1C(c1ccc(OC(=O)c3ccco3)cc1)C(C#N)=C(N)O2 (centres undefined),11%,-9%,-4%[38.3 µM],-2%,2%,1%,7%
COc1ccc(CCN(C)C(=O)CSc2ncnc3sccc23)cc1OC,?,21%[10 µM],12%,-13%,30%,-1%,-11%
CC(C)c1ccc(/C=N/NC(=O)c2c(Cl)cnn2C)cc1,0%,/,0%,0%,9%,-12%,8.9µM*
CN(C)c1ncc2ncc(=O)n(CCC#N)c2n1,/,-40%[inhibitor],8%,/,/,1%,-12%
CNc1nc(-c2c[nH]c3ccccc23)cs1,14%,-33%[inhibitor],65%[activator][38.3 µM],-2%,-12%[9.22 µM],-2%,12%
CCOc1ccc(N2C(=O)NC(Cc3c[nH]c4ccccc34)C2=O)cc1 (centres undefined),1%,11%,15%[38.3 µM],1%,-15%,0%,25%
COc1ccc(C2CC(=O)c3cnc(Nc4cc(C)cc(C)c4)nc3C2)cc1 (centres undefined),5%,-37%,-17%[38.3 µM],-1%,-10%,-5%,-17%
O=C(CSc1cccc2cccnc12)N1CCCC1,-7%,19%[1.9 µM],3%[38.3 µM],/,25%,-4%,6%
NC(CSC12CC3CC(CC(C3)C1)C2)C(=O)O (centres undefined),-3%,-3%[10 µM],17%[38.3 µM],1%,-18%,-10%,35%
CCc1cc2c(=O)c(-c3ccc4c(c3)OCCO4)coc2c(CN2CCCCC2C)c1O (centres undefined),?,-71%[inhibitor][10 µM],8%,5%,?,4%,/
COc1cccc(/C=N/NC(=O)Cn2ccnc2C)c1,-14%,12%[10 µM],2%,6%,-24%,4%,-8%
CNNC(=O)C(=O)NNS(=O)(=O)c1ccccc1,-20%[46 µM],11%[10 µM],-2%,0%,-12%,4%,11%
O=C(OCCNc1nc(-c2ccccc2)nc2ccccc12)c1cccnc1,/,1%[10 µM],13%,-1%,5%[9.22 µM],1%,-1%
Cn1c(=O)c2c(nc(NC3CCCCC3)n2Cc2ccccc2)n(C)c1=O,-9%,-10%[10 µM],10%,-5%,-14%,0%,6%
Fc1ccc(COc2ccccc2C(=S)N2CCCC2)cc1,?,/,18%,-3%,20%,2%,0%
CCCCOc1ccccc1C(=O)NCCCCCC(=O)O,2%,-1%,-5%[38.3 µM],4%,-9%,-3%,-9%
O=C(Nc1cccc2nsnc12)c1cccnc1,-10%,40%[10 µM],-2%,14%,-7%,1%,-37%[inhibitor]
Cc1onc(-c2c(Cl)cccc2Cl)c1NC(=O)NNc1ccccn1,/,18%[10 µM],/,2%,11%[9.22 µM],/,/
COc1cc(NC(=O)c2cccnc2SC)cc(OC)c1,-7%[46 µM],-2%,4%,8%,-4%,1%,17%
COC(=O)C1=C(C)NC2=C(C(=O)CCC2)C1c1coc2ccccc2c1=O (centres undefined),-25%,0%,31%[38.3 µM],-17%,4%,0%,?
CCC(=O)Oc1ccc2ccccc2c1CNC(=O)c1ccccc1,-11%,12%[10 µM],/,4%,-5%,/,/
Cc1cccc(S(=O)(=O)NCCc2cn3ccccc3n2)c1,/,/,3%,-3%,?,2%,-3%
COc1ccc2c(=O)c(N3C(=O)c4ccccc4C3=O)c(C)oc2c1,3%,12%,-19%[38.3 µM],1%,-12%,-5%,6%
CC(=O)Nc1ccc(/C=N/Nc2nc3ccccc3s2)cc1,/,-5%[10 µM],/,3%,-5%[9.22 µM],/,/
Nc1nc(C2C(=O)CCCC2=O)cs1,3%,7%,24%[38.3 µM],-14%,-1%,1%,?
COc1ccc(S(=O)(=O)Nc2ccc(S(=O)(=O)Nc3nc(C)cc(C)n3)cc2)cc1OC,0%,-11%[0.074 µM],26%[38.3 µM],2%,8%,3%,-1%
COc1ccc(/C=N/Nc2cc(C)nc(N3CCOCC3)n2)cc1,/,-9%[10 µM],/,2%,-16%[9.22 µM],/,/
CCCC(=O)NCCc1cc2cc(C)c(C)cc2[nH]c1=O,-3%,-5%[10 µM],10%,2%,1%,3%,6%
COc1ccc(C(=O)C2CCCN(Cc3ccc4c(c3)OCCO4)C2)cc1F (centres undefined),/,-12%[10 µM],/,15%,6%[9.22 µM],/,/
c1cc(-n2cnnn2)ccc1NC1=NCCC1,10%,10%,23%[38.3 µM],1%,1%,1%,19%
Fc1ccccc1N1CCN(c2ncnc3nc[nH]c23)CC1,/,26%[10 µM],/,4%,7%[9.22 µM],/,/
Cc1cccc(NC(=O)Nc2ccncc2)c1,/,/,13%,10%,-8%,-4%,?
O=C(Cc1c[nH]c2ccccc12)N/N=C/c1cccc(F)c1,-14%,5%[10 µM],11%,-11%,-9%,2%,10%
Cc1ccc(Nc2nc(CSc3n[nH]c(N)n3)cs2)cc1,/,-20%[10 µM],/,-6%,-12%[9.22 µM],/,/
CCCCSc1nc2[nH]ncc2c(=O)[nH]1,13%,-4%[10 µM],4%,-3%,8%,1%,12%
N/C(=N\OC(=O)Cc1ccccc1[N+](=O)[O-])c1ccncc1,7%,1%[10 µM],1%,7%,-15%,16%,-19%
Cc1ccc(SCC(=O)NCc2ccc(F)cc2)cc1,-7%[46 µM],-29%,16%,7%,-13%[9.22 µM],-1%,5%
Cc1ccc(S(=O)(=O)N(CC(O)CN2C(=O)NC(C)(C)C2=O)c2ccccc2)cc1 (centres undefined),13%,12%,-5%[38.3 µM],-1%,-6%,-4%,16%
Nc1[nH]n(-c2ccccc2)c(=O)c1N=Nc1ccc2ncsc2c1,/,0%[10 µM],/,?,4%[9.22 µM],/,/
CCOc1ccc(Cc2n[nH]c(=S)n2N)cc1,-2%,4%[10 µM],1%,5%,-9%,-1%,?

# Exported with bars between the fields: 2 of the compounds above
SMILES | Lamin A splicing | HTT cytoprotect | IMPase Li inh | CBFb RUNX1 block | HttQ103 aggreg | KinaseGlo FLuc | SMN2 splice enh
CCCCSc1nc2[nH]ncc2c(=O)[nH]1 | 13% | -4%[10 µM] | 4% | -3% | 8% | 1% | 12%
O=C(Cc1c[nH]c2ccccc12)N/N=C/c1cccc(F)c1 | -14% | 5%[10 µM] | 11% | -11% | -9% | 2% | 10%

# (list continues)
SMILES,Lamin A splicing,HTT cytoprotect,IMPase Li inh,CBFb RUNX1 block,HttQ103 aggreg,KinaseGlo FLuc,SMN2 splice enh
CCCCCCCCCCCC(CC1OC(=O)C1CCCCCC)OC(=O)C(CC(C)C)NC=O (centres undefined),/,-34%[inhibitor],4%,?,-6%,-2%,2%
COc1ccc(-c2nc3c(Br)c(N)c(Br)cc3o2)cc1,9%,9%,-8%[38.3 µM],5%,-7%,5%,-18%
COC(=O)Nc1nnc(/C=C/c2ccccc2)s1,20%,/,1%,5%,-1%,-5%,20µM*
Cc1ccc(S(=O)(=O)N2C(=O)CCC2C(=O)Nc2ccc3c(c2)OCCO3)cc1 (centres undefined),-5%,-4%,14%[38.3 µM],8%,0%,5%,10%
Cc1ccc(NC(=O)CS(=O)CC(=O)Nc2ccc(N3CCOCC3)cc2)cc1Cl (centres undefined),7%,-13%,-7%[38.3 µM],-23%,?,-2%,-5%
CC(=O)N/C(=C\c1ccccc1)C(=O)NCc1ccc2c(c1)OCO2,/,-15%,4%,7%,-26%,-1%,2%
Cc1ccc(S(=O)(=O)n2c3ccc(Cl)cc3c3nc(C)sc32)cc1,?,14%[10 µM],11%,6%,-20%,3%,-7%
CCOCCn1c(N2CCN(c3ccc(OC)cc3)CC2)nc2c1c(=O)[nH]c(=O)n2C,20%,-12%,26%[38.3 µM],1%,3%,-1%,11%
O=C(N/N=C/c1ccc([N+](=O)[O-])cc1)c1cc(C2CC2)nc2ccccc12,/,4%[10 µM],/,-2%,4%[9.22 µM],/,/
Cc1ccc(C(=O)NCC(=O)NCC(=O)OCc2ccc(Cl)cc2)cc1,-9%,3%[1.9 µM],3%,-1%,8%,1%,12%
Cc1occc(=O)c1OCc1ccccc1,?,15%[10 µM],6%,1%,-1%,-2%,-1%
Nc1n[nH]c(-c2ccccc2)c1-c1ccccc1,?,4%,-12%[38.3 µM],-5%,-24%,8%,-19%
O=S(=O)(Cc1ccccc1)N1CCCC(c2nc(-c3ccc(F)cc3)no2)C1 (centres undefined),?,11%,13%[38.3 µM],29%,-8%,-2%,-2%
CCOc1ccc(C(=O)NCCN(C)C)cc1,2%,5%,6%[38.3 µM],-1%,3%,2%,11%
c1ccc(-c2nc(NCc3cccnc3)c3ccccc3n2)cc1,3%,-10%,13%[38.3 µM],-4%,8%,2%,-8%
COc1cc(-c2cc(C(=O)Nc3ccc(N4CCOCC4)cc3)c3ccccc3n2)cc(OC)c1OC,-13%[46 µM],-7%[10 µM],/,-8%,7%[9.22 µM],/,/
CC1CCN(c2nc3c(cc2C#N)COC(C)(C)C3)CC1,7%[46 µM],-11%[10 µM],-1%,21%,-5%[9.22 µM],-4%,/
CCC(=O)C1=C(N2CCCC2)CC(C)(C)CC1=O,4%,-16%,31%[activator][38.3 µM],1%,13%,-5%,-5%
CC(C)CCNC(=O)NC(=O)COC(=O)c1cc(S(=O)(=O)N2CCOCC2)ccc1N1CCCCC1,-1%,-7%,-148%[38.3 µM],-5%,33%,-3%,-26%
CCOc1cc(/C=N/NC(=O)C(=O)NCc2cccnc2)ccc1O,/,-40%[inhibitor],-2%,-1%,9%,1%,2%
CCCCC(=O)NC(=S)Nc1cccc(NC(=O)c2ccccc2)c1,/,/,10%,24%,11%,-1%,7%
CC(=O)c1cccc(-n2nnnc2SCC(=O)Nc2ccccc2N2CCCCC2)c1,-3%,7%,35%[activator][38.3 µM],6%,-7%,23%,-25%
COCCNC(=O)C(c1ccc(Cl)cc1)N(C(=O)CCC(=O)Nc1ccccn1)C1CCCC1 (centres undefined),8%,9%,5%[38.3 µM],2%,3%,-5%,-12%
CCC(C)Oc1nc2c(c(=O)n(C)c(=O)n2C)n1C (centres undefined),/,3%[10 µM],/,9%,6%[9.22 µM],/,/
Cc1cccc2nc(CSC(=N)N)c(Br)n12,?,-16%[10 µM],6%,-1%,8%,0%,21%
O=C(N/N=C/CCc1ccccc1)c1ccccc1,12%,11%,-29%[38.3 µM],1%,7%,3%,-6%
COc1ccc2[nH]cc(C(=O)CN3CCC(C)CC3)c2c1,1%,-10%[0.074 µM],-8%[38.3 µM],1%,6%,13%,?
O=C1CCC(=O)N1OCCCCOc1ccccc1,-5%,15%[10 µM],-4%,17%,1%,0%,3%

# Rows were taken by chance (roughly 4% active in at least one column).
